Assay outcomes deposited in PubChem BioAssay by several laboratories.
Fam108B counter: mouse Fam108B serine hydrolase inhibitors, primary screen, counter-screen for RBBP9 inhibitor project, biochemical, fluorescence polarization. 0.33% of 300,000 active. AID 1947, 2009. inhibition, % at 9.51 µM. recombinant Fam108B, FP-Rh probe fluorescence polarization;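 active means inhibition above the screen mean inhibition plus 3 SD, computed separately per campaign, cut at about 18% in these data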;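 further: inhibitors lower polarization as less probe binds the enzyme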
MCL1-BIM inh: inhibitors of MCL1 binding to BIM-BH3, primary screen, biochemical, fluorescence polarization; Induced myeloid leukemia cell differentiation protein Mcl-1 (Homo sapiens), Q07820; GST-MCL1 / FITC-Bim-BH3 fluorescence polarization; inhibition, % at 10.9 µM; 0.68% of 320,000 active;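 active means inhibition above the mean inhibition of all tested compounds plus 3 SD, set per campaign, cut at about 40% in these data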;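 further: 0% = DMSO wells and 100% = unlabeled Bim-BH3 peptide control; higher means more loss of mP so more displacement of Bim peptide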
Target sequence (Q07820 whole entry, looked up): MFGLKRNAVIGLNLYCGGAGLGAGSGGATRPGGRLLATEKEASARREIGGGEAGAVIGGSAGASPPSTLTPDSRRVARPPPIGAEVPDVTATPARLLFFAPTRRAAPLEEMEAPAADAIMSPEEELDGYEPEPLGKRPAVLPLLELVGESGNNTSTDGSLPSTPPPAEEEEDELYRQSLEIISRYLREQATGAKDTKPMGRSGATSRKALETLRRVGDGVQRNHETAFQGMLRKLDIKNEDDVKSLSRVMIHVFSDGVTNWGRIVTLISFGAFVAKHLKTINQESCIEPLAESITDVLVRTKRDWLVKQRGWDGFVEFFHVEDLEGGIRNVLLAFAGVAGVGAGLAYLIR
MEX-5 binding: MEX-5 zinc finger RNA-binding disruptors – biochemical, C. elegans, fluorescence polarization, MLPCN library, primary screen. Zinc finger protein mex-5 (Caenorhabditis elegans), Q9XUB2. 0.38% of 300,000 active. activity score (negative = inhibition of binding), % at 10 µM. MEX-5/FITC-TCR2 RNA binding; active compounds read low;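 active means inhibition past about -25% in most replicates, and total fluorescence under double the plate's negative control median, limit read from the data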;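 further: 0% = DMSO and -100% = 5 µM competing unlabeled TCR2 RNA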
VLA-4 inh: inhibition in human VLA-4 binding assay, primary screen, VLA-4 allosteric modulator project, MLPCN library, flow cytometry, VLA-4 expressing cells; inhibition, % (about 7 µM as worked out from the volumes in the protocol); 0.2% of 330,000 active; ligand binding flow cytometry; Integrin alpha-4 (Homo sapiens), P13612; in the data active means inhibition above about 50%
GRK2 aptamer HTS: compounds blocking aptamer binding on GRK2 – biochemical, human GRK2, bead flow cytometry, HTS, primary screen; Beta-adrenergic receptor kinase 1 (Homo sapiens), P25098; FAM-aptamer displacement from GRK2; inhibition of aptamer binding, % at 10 µM; 0.59% of 330,000 active; AID 488847, 2010;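 active means inhibition of aptamer binding above 40%, roughly 3 SD of noise, on plates passing a quality check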;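 further: median bead fluorescence of bound FAM aptamer so fluorescent compounds give negative values; no value below 0 was filed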
Target sequence (P25098 whole entry, looked up): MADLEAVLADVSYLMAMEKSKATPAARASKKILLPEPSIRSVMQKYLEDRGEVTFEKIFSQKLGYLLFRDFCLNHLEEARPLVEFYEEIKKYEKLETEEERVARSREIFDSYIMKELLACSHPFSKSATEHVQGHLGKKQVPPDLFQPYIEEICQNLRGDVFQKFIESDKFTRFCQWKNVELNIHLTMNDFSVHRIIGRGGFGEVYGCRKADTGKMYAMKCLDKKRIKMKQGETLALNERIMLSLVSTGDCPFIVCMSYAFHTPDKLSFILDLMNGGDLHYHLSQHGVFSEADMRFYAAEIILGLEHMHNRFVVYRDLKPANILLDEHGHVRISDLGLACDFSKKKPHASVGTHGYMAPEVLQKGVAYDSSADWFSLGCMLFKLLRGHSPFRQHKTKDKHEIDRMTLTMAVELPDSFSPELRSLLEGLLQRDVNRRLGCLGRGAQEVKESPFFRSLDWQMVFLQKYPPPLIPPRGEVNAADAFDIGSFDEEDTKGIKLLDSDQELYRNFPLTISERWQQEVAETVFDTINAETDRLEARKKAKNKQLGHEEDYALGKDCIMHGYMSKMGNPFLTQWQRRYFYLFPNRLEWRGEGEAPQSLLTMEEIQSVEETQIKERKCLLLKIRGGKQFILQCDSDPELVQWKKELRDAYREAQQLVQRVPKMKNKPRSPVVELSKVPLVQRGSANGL
PME-1 primary: PME-1 inhibitors via competitive probe labeling, primary screen, biochemical, fluorescence polarization, FP-Rh probe, HTS; recombinant PME-1; inhibition, % at 5.9 µM; 0.53% of 320,000 active; AID 2130, 2009;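 active means inhibition above the campaign mean of all compounds plus 3 SD, cut at about 26% in these data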;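 further: competitive labeling of PME-1 active site by serine hydrolase directed probe; 0% = PME-1 with DMSO and 100% = wells lacking PME-1 enzyme; inhibitors block probe labeling so polarization falls and inhibition rises; many of its hits are not listed in these tables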
BCLXL inh: inhibitors of human Bcl-xL, primary screen, biochemical, fluorescence polarization, HTS; 0.7% of 320,000 active; inhibition, % at 10.9 µM; GST-Bcl-xL / FITC-Bim BH3 peptide fluorescence polarization;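 active means inhibition above the mean of all tested compounds plus 3 SD, cutoff set per campaign, cut at about 30% in these data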;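 further: 0% = DMSO wells and 100% = unlabeled Bim-BH3 peptide competitor; inhibitors lower millipolarization by displacing the labeled peptide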
GLD-1 TGE inh: GLD-1/TGE RNA complex disruptors, primary screen, biochemical, fluorescence polarization; purified GLD-1 + fluorescein TGE RNA; inhibition, % at 5.96 µM; 0.44% of 320,000 active; AID 2280, 2010;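 active means percent inhibition above a per-plate cutoff, the plate mean of test compounds plus 3 SD, cut at about 30% in these data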;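 further: 0% = DMSO wells with GLD-1 and probe and 100% = wells lacking GLD-1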
Efflux pump mplx: inhibitors of Candida efflux pumps in yeast, primary screen, S. cerevisiae, Nile Red, multiplex; 0.44% of 330,000 active; S. cerevisiae Candida pump triplex; AID 485275, 2010; inhibition, % at 10 µM;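 active means plate passing quality check with inhibition over a set limit, or well fluorescence over plate mean plus 4 SD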;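 further: Nile Red retained in pooled yeast measured as flow cytometry median fluorescence; 0% = buffer negative control and 100% = Enniatin B positive control; higher means more Nile Red kept so more efflux inhibition; some compounds called inactive have numbers as strong as hits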
Active calls of the source: *; / = no result given.

SMILES	Fam108B counter	MCL1-BIM inh	MEX-5 binding	VLA-4 inh	GRK2 aptamer HTS	PME-1 primary	BCLXL inh	GLD-1 TGE inh	Efflux pump mplx
Nn1c(SCC(=O)Nc2ccccc2Br)nnc1-c1ccco1	3	1	-1.4	0	1	6	1	2	-0.1
COc1c(O)ccc2cnn(-c3ccccc3C)c(=O)c12	-8	1	-2.2	-12	1	-20	8	-2	-0.1
Cc1noc(NS(=O)(=O)c2ccc(NC(=O)CSc3nnc(-c4ccccc4)n3C3CCCCC3)cc2)c1C	0	7	/	-9	1	3	7	2	0.3
CCn1c(SCC(=O)O)nnc1-c1ccc(S(=O)(=O)N2CCCC2)cc1	2	0	1.7	4	1	0	4	1	-0.8
CCC1SC2=NC(C)=C(C(=O)OCC(C)C)C(/C=C/c3ccccc3OC)N2C1=O (stereo not given)	-5	2	1.6	2	9	-3	2	-3	-0.2
FC(F)(F)c1cc(-c2ccccc2)nc2ncnn12	-6	6	-0.6	6	0	-3	6	6	-0.1
COC(=O)c1c(C(=O)OC)c(-c2cccc(F)c2)n2c1CS(=O)C2 (stereo not given)	-4	3	-0.2	13	0	-5	0	-3	0.4
COc1ccc(S(=O)(=O)N(C)C[C@H]2Oc3ccc(NC(=O)Cc4ccccc4)cc3C(=O)N([C@H](C)CO)C[C@@H]2C)cc1	/	/	/	0	0	/	/	3	0.1
O=C(COC(=O)[C@@H]1CCCN1S(=O)(=O)c1ccc(Cl)cc1)NC1CCS(=O)(=O)C1 (stereo not given in full)	-2	-14	-2.7	6	1	-8	-2	-2	0.1
CCOC(=O)CC1COCCN1C(=O)CCc1nnc(-c2ccsc2)o1 (stereo not given)	-2	-4	1.2	1	0	2	0	-1	-0.2
O=C(CN1CCSCC1)N/N=C/c1ccc(F)cc1	-1	-3	0.7	-1	3	-2	-2	6	0.1
CCCc1cc2c(cc1NC(=O)c1ccccc1F)OCO2	-2	7	1.3	7	5	0	3	0	-0.1
CC1CCN(C(=O)c2cc(S(=O)(=O)N3CCOCC3)ccc2N2CCCC2)CC1	/	-4	/	21	2	1	-1	4	0.1
CCN(Cc1cn2cccnc2n1)C1CCCCC1	1	-2	0.7	-1	0	-2	3	11	0.0
CCCn1c(N)c(C(=O)CSc2n[nH]c(-c3ccc(C)cc3)n2)c(=O)[nH]c1=O	-7	0	-1.2	-23	4	-19	-5	-4	0.0
C(=N/Nc1cc(N2CCOCC2)nc(N2CCOCC2)n1)/c1ccccc1	0	7	-0.4	8	1	3	0	0	0.0
CCOc1ccc(OCCSc2nnnn2C2CCCCC2)cc1	-7	-6	-0.5	-1	2	0	2	1	0.1
O/N=C/c1cccn1-c1ccc(O)cc1	1	2	-9.2	10	2	-2	3	0	0.0
COc1ccc2nc(NC(=O)c3ccc(F)cc3)sc2c1	-3	1	7.6	3	/	-1	4	1	0.1
NNc1ccc(S(=O)(=O)N2CCCCC2)cn1	4	6	-0.7	-1	5	-2	6	8	0.0

Whole records, quoted from the list.
O/N=C/c1cccn1-c1ccc(O)cc1 in the list: Fam108B counter = 1; MCL1-BIM inh = 2; MEX-5 binding = -9.2; VLA-4 inh = 10; GRK2 aptamer HTS = 2; PME-1 primary = -2; BCLXL inh = 3; GLD-1 TGE inh = 0; Efflux pump mplx = 0.0
CC1CCN(C(=O)c2cc(S(=O)(=O)N3CCOCC3)ccc2N2CCCC2)CC1 in the list: Fam108B counter = /; MCL1-BIM inh = -4; MEX-5 binding = /; VLA-4 inh = 21; GRK2 aptamer HTS = 2; PME-1 primary = 1; BCLXL inh = -1; GLD-1 TGE inh = 4; Efflux pump mplx = 0.1

Results in MCL1-BIM inh, for some of the entries so far:
molecule,MCL1-BIM inh
O=C(COC(=O)[C@@H]1CCCN1S(=O)(=O)c1ccc(Cl)cc1)NC1CCS(=O)(=O)C1 (stereo not given in full),-14
CCOC(=O)CC1COCCN1C(=O)CCc1nnc(-c2ccsc2)o1 (stereo not given),-4
COc1ccc2nc(NC(=O)c3ccc(F)cc3)sc2c1,1
CCCn1c(N)c(C(=O)CSc2n[nH]c(-c3ccc(C)cc3)n2)c(=O)[nH]c1=O,0

Next section.
SMILES	Fam108B counter	MCL1-BIM inh	MEX-5 binding	VLA-4 inh	GRK2 aptamer HTS	PME-1 primary	BCLXL inh	GLD-1 TGE inh	Efflux pump mplx
COc1cccc(C(=O)Nc2nnc(SCC(=O)NC3CCCC3)s2)c1	2	7	-2.6	2	1	2	4	-1	0.1
COc1ccc(-n2c(SCC(=O)NCc3cccs3)nc3[nH]ncc3c2=O)cc1	2	0	0.4	11	5	-1	3	-1	-0.1
COCCN(C(=S)Nc1ccccc1OC)C(C)c1cccs1 (stereo not given)	-1	2	-1.1	2	11	2	4	-2	-0.1
Cc1ccc(S(=O)(=O)N2CCCCC2)cc1NC(=O)COC(=O)c1cc[n+]([O-])cc1	0	-6	1.9	8	2	1	4	4	0.1
Cc1ccc(NC(=O)CCSc2nnc(C)s2)cc1	0	2	-0.2	5	1	-4	4	12	-0.1
COc1ccc(-c2nc(CN3CCCC(C(=O)NC4CCCC4)C3)c(C)o2)cc1 (stereo not given)	2	-2	1.3	2	0	3	3	7	0.1
O=C(NNC(=O)c1ccccc1-n1cccc1)c1ccc(F)cc1	-6	-4	-1.8	0	0	1	1	-3	0.3
COC(=O)c1ccccc1NC(=S)N(Cc1ccc2c(c1)OCO2)Cc1cc2cccc(C)c2[nH]c1=O	-7	6	0.1	6	1	-2	2	3	-0.3
Cc1cccc(C)c1NC(=O)CCc1nnc2ccc(N3CCCC3)nn12	-3	-1	-0.3	0	2	-4	6	0	-0.1
CCN(CC)CCCNC(=O)c1cc2c(-c3ccc(Cl)cc3)nn(C)c2s1	-7	-2	-1.9	14	0	-13	-6	-5	-0.2
COC(=O)C(NC(=O)c1ccccc1C)(Nc1ncc(S(=O)(=O)c2ccc([N+](=O)[O-])cc2)s1)C(F)(F)F (stereo not given)	6	6	-0.4	9	3	4	0	-3	0.2
OC(COc1ccc(OCc2ccccc2)cc1)CN1CCCCC1 (stereo not given)	-2	10	0.5	14	0	-5	7	2	0.0
CCOC(=O)c1c(C)[nH]c(C(=O)CN2C(=O)NC(C)(CC(C)C)C2=O)c1C (stereo not given)	-3	10	-1.0	-8	0	2	1	-3	-0.1
COc1ccc(C(=O)NCc2ccc(N3CCN(C(=O)OC(C)(C)C)CC3)cc2)cc1	5	3	-0.2	-8	0	-4	3	-8	-0.1
COc1ccc(CCNc2ccc(C(CC(N)=O)NC(=O)c3ccccc3)cc2[N+](=O)[O-])cc1 (stereo not given)	-4	-16	1.3	-3	0	-5	-5	0	0.1
COCCn1c(C)cc2c(c1=O)C(c1ccco1)C(C#N)=C(N)O2 (stereo not given)	0	3	0.1	17	4	-4	3	10	-0.1
Cn1cc(CN2CCC(C(=O)Nc3cccc(-c4cccc(F)c4)c3)CC2)cn1	2	82*	-2.0	7	1	-2	4	-3	0.0
Cc1cccc(C(=O)Oc2ccc(/C=N/NC(=O)c3ccccc3O)cc2)c1	1	6	1.5	-3	0	1	9	0	-2.7
CCN(CC)c1ccc(S(=O)(=O)N2CCOCC2)cc1NC(=O)Nc1ccccc1	/	/	/	8	4	/	/	2	-0.6
COC(=O)CC(c1ccc(OC)c(OC)c1)c1ccc(OC)c(OC)c1	1	9	0.5	-8	2	-2	2	2	-0.3
CCC(C)(C)NC(=O)C(c1cccn1C)N(C(=O)Cn1nnc2ccccc21)c1ccc(OC)cc1OC (stereo not given)	-2	2	0.3	4	2	-5	1	0	0.3
O=C(NCCCn1ccnc1)c1cc(-c2cccs2)on1	1	7	1.8	8	0	-2	5	-1	0.2
C[C@@H](NC(=O)c1nc[nH]c1C(=O)N[C@@H](CCCCNC(=O)OC(C)(C)C)C(=O)OC(C)(C)C)c1ccccc1	-2	8	2.4	-5	0	2	3	-3	0.2
CC1CC(C)CN(CCCNC(=O)c2cc3c(s2)-c2ccccc2OC3)C1 (stereo not given)	-2	-6	-1.7	35	0	-5	2	5	0.0
CN(CP(=O)(O)CN(C)S(C)(=O)=O)S(C)(=O)=O	-4	-1	-0.6	9	2	6	2	-1	0.1
c1ccc(COc2ccc(CNCc3cccs3)cc2)cc1	-2	-1	-4.6	2	0	1	-4	7	0.2
ClCc1cc2ccccc2nc1Cl	0	-2	0.7	18	0	0	9	9	-0.1
COC(=O)c1nnn(-c2nonc2N)c1CSCCO	0	3	-1.7	-7	0	-3	1	3	0.0
CCOC(=O)N1CCN(S(=O)(=O)c2ccc(C(=O)N(CCCN(C)C)c3nc4ccc(OC)cc4s3)cc2)CC1	2	-1	1.8	0	0	0	3	-5	0.0
CC1(OC(=O)C2CCCC2)C(=O)C=C2C=C3CCCCN3C=C2C1=O (stereo not given)	11	47*	-8.5	-5	10	4	32*	18	0.0
CCOC(=O)CSc1nnc(-c2ccc(S(=O)(=O)N3CCOCC3)cc2)n1-c1ccccc1	4	-6	0.1	6	0	-4	-2	-4	0.0
CN(CCO)c1cnccn1	-1	6	1.6	4	0	-10	0	-2	0.5
CN(C)c1ccc(NC(=O)CN2C(=O)CC(c3ccccc3)=Nc3ccccc32)cc1	-3	3	1.3	7	0	1	3	-1	0.0
CN(C)C(=O)CSc1nnc(Cc2ccc3c(c2)OCO3)o1	6	-2	0.2	-17	0	0	6	11	0.0
CCN1/C(=C/C=C/c2oc3ccc4ccccc4c3[n+]2CC)Oc2ccc3ccccc3c21	118*	135*	5.3	/	/	-57	80*	-69	0.0
CCOC(=O)C(C)/C(C)=N/NC(=O)CCC(=O)Nc1cc(C)ccc1C (stereo not given)	-6	1	-2.1	-5	0	-4	-2	1	0.2
Cn1cnnc1SCC(=O)Nc1cc(S(=O)(=O)N2CCCCCC2)ccc1Cl	-2	-1	2.2	23	0	3	7	6	0.0
Cc1ccc(C2=C/C(=C/c3cccs3)C(=O)O2)cc1	3	-2	2.3	-2	0	2	3	2	-0.2
COc1ccccc1C(=O)Nc1ccnn1C1CCN(Cc2cnn(C)c2C)CC1	2	-2	0.8	-2	2	-2	1	11	0.1

A few values from the results shown.
In MEX-5 binding, `Cc1ccc(C2=C/C(=C/c3cccs3)C(=O)O2)cc1` is listed with 2.3
In PME-1 primary, `CN(CP(=O)(O)CN(C)S(C)(=O)=O)S(C)(=O)=O` is listed with 6
In MEX-5 binding, `COc1ccccc1C(=O)Nc1ccnn1C1CCN(Cc2cnn(C)c2C)CC1` is listed with 0.8

The list is partial; count on the stated rates, not on these rows.
